M1 PAM: human CHRM1 positive allosteric modulation; P11229; CHO-K1 hM1, Fluo-8 calcium fluorescence, ACh EC20; 0% = ACh EC20, 100% = maximal ACh; activation, % at 3 µM; hit rate 0.088% among 360,000; in the data active = activation above about 19%, passing the limit was not always enough
Target sequence (P11229 whole entry, looked up): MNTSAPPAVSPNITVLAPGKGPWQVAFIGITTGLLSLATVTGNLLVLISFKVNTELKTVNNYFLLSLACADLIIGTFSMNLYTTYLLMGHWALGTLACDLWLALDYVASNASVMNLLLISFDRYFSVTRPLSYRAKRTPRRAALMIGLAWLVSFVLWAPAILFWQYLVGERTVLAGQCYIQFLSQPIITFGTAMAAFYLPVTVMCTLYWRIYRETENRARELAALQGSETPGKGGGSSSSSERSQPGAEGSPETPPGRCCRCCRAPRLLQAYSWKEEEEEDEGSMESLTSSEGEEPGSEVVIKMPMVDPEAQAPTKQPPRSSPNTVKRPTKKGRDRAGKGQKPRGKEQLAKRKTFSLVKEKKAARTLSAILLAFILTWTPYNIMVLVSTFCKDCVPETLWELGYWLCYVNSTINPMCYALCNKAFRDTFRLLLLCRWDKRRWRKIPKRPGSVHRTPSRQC
CHRM4 PAM: potentiates acetylcholine response at human M4 receptor; P08173; activation, % at 3 µM; AID 624126; CHO-K1 hM4/Gqi5, Fluo-8 calcium fluorescence, ACh EC20; 0% = ACh EC20, 100% = maximal ACh; hit rate 0.4% among 360,000;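 active = activation above its plate's cutoff, the mean activation of sample wells plus 3 SD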; note: some results filed as inactive read as strong as hits
M5 antag: antagonists of human muscarinic M5 receptor (CHRM5) | inhibition, % at 3 µM | hit rate 0.59% among 360,000 | CHO-hM5 cells, Fluo-8 calcium fluorescence, ACh EC80;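 active = inhibition above a per-plate cutoff, the mean of that plate's test compounds plus 3 SD, cut at about 27% in these data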;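 note: 0% = acetylcholine EC80 with DMSO and 100% = DMSO without agonist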
Target sequence (P08912 whole entry, looked up): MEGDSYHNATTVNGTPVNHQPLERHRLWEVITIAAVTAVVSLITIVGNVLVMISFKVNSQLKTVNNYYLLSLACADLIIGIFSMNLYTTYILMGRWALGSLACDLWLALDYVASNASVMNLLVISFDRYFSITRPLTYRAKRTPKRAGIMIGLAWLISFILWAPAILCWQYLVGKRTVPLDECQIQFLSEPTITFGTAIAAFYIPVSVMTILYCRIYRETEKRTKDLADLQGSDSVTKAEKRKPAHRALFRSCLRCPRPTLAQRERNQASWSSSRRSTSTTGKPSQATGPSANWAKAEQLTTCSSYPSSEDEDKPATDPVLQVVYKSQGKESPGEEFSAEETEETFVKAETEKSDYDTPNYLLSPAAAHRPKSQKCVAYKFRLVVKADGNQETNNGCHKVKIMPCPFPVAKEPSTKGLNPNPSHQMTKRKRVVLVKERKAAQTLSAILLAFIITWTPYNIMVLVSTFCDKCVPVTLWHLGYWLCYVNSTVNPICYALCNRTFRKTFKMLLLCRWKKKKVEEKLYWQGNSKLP
M5 PAM: positive allosteric modulators of human muscarinic M5 receptor; activation, % at 3 µM; P08912; CHO-K1 hM5, Fluo-8 calcium, ACh EC20 PAM; 0% = ACh EC20, 100% = ACh EC100; hit rate 0.3% among 360,000;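 active = activation above the run cutoff, the mean activation of all test compounds plus 3 SD, cut at about 18% in these data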
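system = human M5 receptor in CHO-K1 cells | compound = one concentration, 3 µM final (nominal) | schedule = Post-acetylcholine fluorescence recording 140 s | signal = Fluo-8 calcium dye fluorescence, kinetic read | benchmarks = low control EC20 acetylcholine (0%), high control EC100 acetylcholine (100%) | repeats = singlicate, one well per test compound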
M4 antag: antagonists of human muscarinic M4 receptor (CHRM4). inhibition, % at 3 µM. hit rate 0.73% among 360,000. P08173. CHO-hM4 cells, ACh EC80, Fluo-8 calcium fluorescence;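 active = inhibition above its plate's cutoff, the mean inhibition of sample wells plus 3 SD, cut at about 27% in these data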;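 note: 0% = acetylcholine EC80 with DMSO and 100% = DMSO without agonist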
CHRM5 agonist: CHRM5 agonism in calcium assay; P08912; CHO-K1 hM5 cells, Fluo-8 calcium fluorescence; 0% DMSO wells, 100% maximal acetylcholine response; activation, % at 3 µM; hit rate 0.19% among 360,000; AID 624037;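 active = activation above the run's mean over test compounds plus 3 SD, cut at about 23% in these data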;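 note: signal is peak over basal fluorescence ratio across the kinetic read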
CRFBP-R2 block: blocks CRF-induced signaling of the CRF-BP/CRF-R2 complex; HEK293 CRF-R2/CRF-BP, CRF-induced calcium fluorescence; inhibition, % at 11.8 µM; hit rate 0.59% among 350,000; AID 588475;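 active = inhibition of the ligand-induced calcium signal above about 50% at the single tested concentration, limit read from the data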
CHRM4 agonist: agonists of human muscarinic M4 receptor (CHRM4); P08173; CHO-K1 hM4/Gqi5, Fluo-8 calcium fluorescence; vehicle 0%, full acetylcholine response 100%; activation, % at 3 µM; hit rate 0.14% among 360,000;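 active = activation above the run mean over all test wells plus 3 SD, cut at about 32% in these data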;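 note: peak over basal fluorescence ratio per well then scaled between controls; 0% = DMSO wells and 100% = acetylcholine at EC100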
CRFR2-BP ag: agonists of human CRF-binding protein/CRF-R2 receptor complex; hit rate 0.46% among 350,000; HEK293 CRF-R2/CRF-BP, calcium dye fluorescence (FLIPR); percent of saturating CRF peptide response; activation, % at 13.2 µM;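 active = activation of at least 50%, plus an integration ratio under a set limit after plate pattern correction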;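 note: plate controls were neutral control wells without compound for no effect and CRF at EC100 for full effect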
The depositor's hits bear a star; . = not tested or not shown.

SMILES	M1 PAM	CHRM4 PAM	M5 antag	M5 PAM	M4 antag	CHRM5 agonist	CRFBP-R2 block	CHRM4 agonist	CRFR2-BP ag
O=C(c1ccccc1)c1n[nH]c(-c2ccccc2)cc1=O	11	7	2	-4	-1	-2	-1	0	1.7
Cc1ccc(NC(=O)CCCC(=O)O)c(Br)c1	7	7	-3	-2	-10	-4	0	0	-0.5
O=C(CSc1nc(-c2ccccc2)c(-c2ccccc2)o1)NCCCO	15	12	12	-2	-16	-2	-15	3	-2.0
CCOc1cc(-c2cc(-c3ccc(N)cc3)nc(N)c2C#N)ccc1O	3	9	2	-8	15	-1	10	7	-2.1
O=C(Cn1cnc2ccccc2c1=O)NCCC(=O)N1CCN(c2ccccc2)CC1	0	0	10	-5	4	-3	-17	1	1.1
CCOc1ccc(C(=O)OC(C)CN2CCN(C)CC2)cc1 (stereo not drawn)	7	3	-10	-2	-25	-7	7	2	2.4
CCOc1cc(CN2CCC(CO)(Cc3cccc(C(F)(F)F)c3)CC2)ccc1OC	1	-10	9	5	4	0	-24	9	6.0
COc1cc(C2CC(=O)N(CC(=O)NCC3CCCO3)c3ccccc3S2)cc(OC)c1OC (stereo not drawn)	-4	-7	6	-5	-10	-1	21	5	1.8
Cc1cc(C)cc(NC(=O)CCCn2nc(C)c3c(C)n(-c4ccccc4)nc3c2=O)c1	-1	5	-4	4	-9	-2	7	1	-0.9
COc1cc(NC(=O)CSCc2cnn(-c3ccccc3)c2-n2cccc2)cc(OC)c1	0	-5	5	-7	5	0	-7	1	-0.4
Cc1ccc(S(=O)(=O)c2nnn3c2nc(N2CCC(C(N)=O)CC2)c2ccccc23)cc1	8	8	-15	2	2	-3	-14	1	3.3
CC(=O)CSc1nnc(-c2ccc3c(c2)OCO3)o1	8	-7	2	-5	7	0	-5	0	-1.5
O=S(=O)(NCc1ccc2c(c1)OCO2)c1cccc(F)c1	10	5	12	7	-2	-13	1	1	-2.8
O=C(COC(=O)Cc1ccc(Cl)cc1)Nc1ccccc1F	10	15	-10	11	-9	0	4	1	-1.4
COc1ccc(/C=N/NC(=O)CCn2cnc(-c3ccccc3)c2-c2ccccc2)cc1OC	9	-4	8	-1	-7	1	-30	1	-1.0
O=C(COC(=O)C1CC2CCCC(C1)C2=O)NC1CCCCC1 (stereo not drawn)	8	6	3	-6	-4	1	1	1	-0.4
Cc1ccc(Cl)cc1N=C(N)N=C(N)N	5	9	-1	6	-7	-17	8	2	0.2
Cc1cccc(N2CCN(c3ccc(N4C(=O)CCCC4=O)cc3[N+](=O)[O-])CC2)c1C	-1	3	4	-2	-7	-1	-5	2	-1.0
O=C(O)c1ccc(N/N=C/c2ccc(-c3ccccc3Cl)o2)cc1	0	-15	11	0	19	12	-19	13	4.9
Cc1cccn2c(=O)c(C=O)c(NCc3ccccc3)nc12	12	-5	-3	12	10	3	-7	1	-5.0
CCN(Cc1ccc2c(c1)OCO2)C(=O)CSc1nc(C)nc2sc(C)c(C)c12	4	6	5	2	0	2	18	1	0.6
S=C(Nc1ccccc1)c1nc2ccccc2s1	10	-4	-4	3	5	0	-7	-2	-1.2
C=CCN(C(=O)c1csnn1)C(C(=O)NC1CCCC1)c1ccc(OC)cc1 (stereo not drawn)	9	-7	2	6	6	-1	2	-1	-0.2
C=CCn1c(SCc2cc(C(C)=O)ccc2OCC)nc2ccccc2c1=O	-7	-20	-2	-8	4	-3	-3	-1	-1.1
CCn1c(SCC(=O)N=Nc2c(O)[nH]c3ccccc23)nc2ccccc21	-2	1	1	1	-1	-3	-9	3	-15

12 of these compounds, reformatted:
SMILES,M1 PAM,CHRM4 PAM,M5 antag,M5 PAM,M4 antag,CHRM5 agonist,CRFBP-R2 block,CHRM4 agonist,CRFR2-BP ag
CCOc1cc(CN2CCC(CO)(Cc3cccc(C(F)(F)F)c3)CC2)ccc1OC,1,-10,9,5,4,0,-24,9,6.0
COc1cc(C2CC(=O)N(CC(=O)NCC3CCCO3)c3ccccc3S2)cc(OC)c1OC (stereo not drawn),-4,-7,6,-5,-10,-1,21,5,1.8
Cc1cc(C)cc(NC(=O)CCCn2nc(C)c3c(C)n(-c4ccccc4)nc3c2=O)c1,-1,5,-4,4,-9,-2,7,1,-0.9
COc1cc(NC(=O)CSCc2cnn(-c3ccccc3)c2-n2cccc2)cc(OC)c1,0,-5,5,-7,5,0,-7,1,-0.4
Cc1ccc(S(=O)(=O)c2nnn3c2nc(N2CCC(C(N)=O)CC2)c2ccccc23)cc1,8,8,-15,2,2,-3,-14,1,3.3
CC(=O)CSc1nnc(-c2ccc3c(c2)OCO3)o1,8,-7,2,-5,7,0,-5,0,-1.5
O=S(=O)(NCc1ccc2c(c1)OCO2)c1cccc(F)c1,10,5,12,7,-2,-13,1,1,-2.8
O=C(COC(=O)Cc1ccc(Cl)cc1)Nc1ccccc1F,10,15,-10,11,-9,0,4,1,-1.4
COc1ccc(/C=N/NC(=O)CCn2cnc(-c3ccccc3)c2-c2ccccc2)cc1OC,9,-4,8,-1,-7,1,-30,1,-1.0
O=C(COC(=O)C1CC2CCCC(C1)C2=O)NC1CCCCC1 (stereo not drawn),8,6,3,-6,-4,1,1,1,-0.4
Cc1ccc(Cl)cc1N=C(N)N=C(N)N,5,9,-1,6,-7,-17,8,2,0.2
Cc1cccc(N2CCN(c3ccc(N4C(=O)CCCC4=O)cc3[N+](=O)[O-])CC2)c1C,-1,3,4,-2,-7,-1,-5,2,-1.0

Going on with the list.
SMILES	M1 PAM	CHRM4 PAM	M5 antag	M5 PAM	M4 antag	CHRM5 agonist	CRFBP-R2 block	CHRM4 agonist	CRFR2-BP ag
CCOC(=O)c1sc(NC(=O)CSc2ccccn2)c(C#N)c1C	2	-3	3	-6	5	0	-1	0	-0.3
COCCCNC(=O)c1cc(S(=O)(=O)N2CCC3(CC2)OCCO3)ccc1F	7	3	9	-2	6	1	4	2	1.8
CN(Cc1ccccc1)C(=O)COC(=O)c1c[nH]c2ccccc12	7	5	2	-2	-10	2	-10	4	4.3
Cn1c(CCNC(=O)c2ccc(Cl)c(Cl)c2)nnc1SCc1ccc(Cl)c(Cl)c1	7	12	-7	-2	8	-3	-9	1	0.0
COc1ccc(N=Cc2c(OC)ccc3ccccc23)cc1	11	0	8	0	-3	-5	-2	1	-1.0
Cn1c(C(=O)NCCc2c[nH]c3ccccc23)cc2sccc21	3	-4	-1	-8	7	0	0	5	-2.0
CCCCCCN1C=C/C(=C\C=C(C#N)C#N)c2ccccc21	3	-2	10	3	0	-1	8	1	-3.6
Cc1ccc(/C=N/n2c(-c3ccncc3)n[nH]c2=S)cc1	11	6	-8	4	-1	5	-21	-1	1.8
O=C(NNC(=O)c1cc([N+](=O)[O-])ccc1Cl)c1cccnc1	6	2	0	-3	-15	-2	-7	2	2.5
CCCSc1nnc2n(N)c(=O)c3ccccc3n12	10	2	5	4	9	1	20	0	-3.1
O=C(CCNC(=O)c1ccc(Br)cc1)Nc1ccccc1N1CCOCC1	12	2	-9	4	-16	0	0	5	-1.2
O=C(N1CCCCC1)N1CCN(S(=O)(=O)c2ccccc2)CC1	6	1	-3	4	0	-1	-1	1	-1.6
O=C(Nc1ccc(F)cc1)c1nc[nH]c1C(=O)Nc1ccc([N+](=O)[O-])cc1	1	5	5	-7	9	0	-5	2	0.9
CC1=NN(c2ccc(Cl)cc2)C(=O)C1C(c1ccccc1O)c1c(C)[nH]n(-c2ccc(Cl)cc2)c1=O (stereo not drawn)	-2	7	8	-4	3	3	-24	23	8.5
CCOc1ccccc1/C=N/NC(=O)c1cccc(S(=O)(=O)N2CCOCC2)c1	2	-3	4	2	1	0	-3	3	1.0
O=C(NCc1ccccc1)c1ncn[nH]1	6	11	8	3	7	0	0	1	3.2
COCCN(C(=O)CSCC(=O)Nc1ccc(C)cc1)c1c(N)n(CC(C)C)c(=O)[nH]c1=O	13	8	14	-1	-8	0	-16	1	10
Cc1csc(N2C(=O)C3C4CCC(O4)C3C2=O)n1 (stereo not drawn)	12	2	13	3	-4	-2	9	0	6.1
C/C(=N/NC(=O)CC1N=C(Cc2ccccc2)NNC1=O)c1cccnc1 (stereo not drawn)	4	12	6	2	-5	-2	-1	2	0.2
Cn1c(SCC(=O)NC2CCCCC2)nnc1-c1ccncc1	6	12	10	-4	-15	-2	5	1	-0.3
Clc1nc2nc3n(c2nc1Cl)CCC3	-11	-12	9	1	8	-4	10	0	-2.0
Cc1ccsc1C1CC(=O)NC2=C1C(=O)CC(C)(C)C2 (stereo not drawn)	2	-3	-2	-1	5	-2	31	1	11
O=C(CNS(=O)(=O)c1ccc(Br)s1)NCc1ccccc1	15	-7	13	0	2	-3	-3	2	-2.4
COc1cc(CN2C(=O)C(C)ON=C2c2ncccc2C)cc(OC)c1 (stereo not drawn)	-4	-1	1	-5	10	2	.	1	.
Cc1cc(NC(=O)CN2CCCC(C)C2)n(-c2nc3ccccc3s2)n1 (stereo not drawn)	3	5	-3	3	-13	0	10	0	3.0
Continued:
SMILES	M1 PAM	CHRM4 PAM	M5 antag	M5 PAM	M4 antag	CHRM5 agonist	CRFBP-R2 block	CHRM4 agonist	CRFR2-BP ag
Cc1ccc(Cc2c(-c3ccc(Cl)cc3)nc3c(C)cc(Br)cn23)cc1	-7	-1	15	0	2	-2	.	-2	.
O=C(CCNC(=O)OCC1c2ccccc2-c2ccccc21)NOCc1ccccc1	2	2	-6	1	-14	-1	1	0	-3.0
c1ccc(-c2nc(NC3CCCC3)c3ccccc3n2)cc1	7	-6	13	-4	-8	2	-15	0	1.1
CCCn1nc(C(=O)Nc2cccc(S(=O)(=O)N(C)c3ccccc3)c2)c2ccccc2c1=O	11	-2	9	-13	5	-11	-1	1	0.9
O=C(CN1CCN(c2ccccn2)CC1)Nc1cc(F)ccc1F	-1	7	4	6	1	-4	7	2	-0.1
Cc1ccc(NC(=O)CN(C)CC(=O)Nc2ccc(N3CCOCC3)cc2)cc1F	9	1	1	-4	-22	-2	3	4	-1.6
COC(=O)c1cccc(Nc2c3c(nc4ccccc24)CCC3)c1	2	-7	4	-7	-8	-5	13	3	0.8
CC(C)(C)NC(=O)c1nc2ccccc2s1	-7	-2	2	-4	6	-2	7	0	-1.0
Cc1ccc2nc(NC(=O)C3CC(=O)N(Cc4ccco4)C3)sc2c1 (stereo not drawn)	5	-2	4	-1	-5	-2	-12	2	-0.1
O=C(NNC(=O)C1CCCN(S(=O)(=O)c2ccc3ccccc3c2)C1)C1CC1 (stereo not drawn)	0	6	11	1	-15	-6	-39	2	-9.1
COc1ccc(CC(=O)Nc2nn(C)c3nc4c(C)cccc4cc23)cc1	16	1	1	11	-4	4	5	1	1.8

Assay outcomes as filed in PubChem BioAssay.
